# PglD inh: PglD (C. jejuni) enzyme inhibition. inhibition, % at 12.5 µM. hit rate 0.098% among 360,000. purified PglD enzyme, DTNB colorimetric CoA detection. AID 602405; in the data active = inhibition above about 16%, passing the limit was not always enough; note: strong numbers were not always called active
# ERAP1 inh: blocks human ERAP1 aminopeptidase activity; Q9NZ08; recombinant ERAP1, Leu-AMC fluorescence, 60 min; inhibition, % at 10.7 µM; hit rate 0.15% among 340,000;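 active = mean replicate inhibition of at least 30%, or all replicates individually reaching that 30% level; inactive = mean below 30% and not every replicate reaching it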;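 note: 0% = neutral control wells and 100% = L-leucinethiol positive control wells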
# Target sequence (Q9NZ08 whole entry, looked up): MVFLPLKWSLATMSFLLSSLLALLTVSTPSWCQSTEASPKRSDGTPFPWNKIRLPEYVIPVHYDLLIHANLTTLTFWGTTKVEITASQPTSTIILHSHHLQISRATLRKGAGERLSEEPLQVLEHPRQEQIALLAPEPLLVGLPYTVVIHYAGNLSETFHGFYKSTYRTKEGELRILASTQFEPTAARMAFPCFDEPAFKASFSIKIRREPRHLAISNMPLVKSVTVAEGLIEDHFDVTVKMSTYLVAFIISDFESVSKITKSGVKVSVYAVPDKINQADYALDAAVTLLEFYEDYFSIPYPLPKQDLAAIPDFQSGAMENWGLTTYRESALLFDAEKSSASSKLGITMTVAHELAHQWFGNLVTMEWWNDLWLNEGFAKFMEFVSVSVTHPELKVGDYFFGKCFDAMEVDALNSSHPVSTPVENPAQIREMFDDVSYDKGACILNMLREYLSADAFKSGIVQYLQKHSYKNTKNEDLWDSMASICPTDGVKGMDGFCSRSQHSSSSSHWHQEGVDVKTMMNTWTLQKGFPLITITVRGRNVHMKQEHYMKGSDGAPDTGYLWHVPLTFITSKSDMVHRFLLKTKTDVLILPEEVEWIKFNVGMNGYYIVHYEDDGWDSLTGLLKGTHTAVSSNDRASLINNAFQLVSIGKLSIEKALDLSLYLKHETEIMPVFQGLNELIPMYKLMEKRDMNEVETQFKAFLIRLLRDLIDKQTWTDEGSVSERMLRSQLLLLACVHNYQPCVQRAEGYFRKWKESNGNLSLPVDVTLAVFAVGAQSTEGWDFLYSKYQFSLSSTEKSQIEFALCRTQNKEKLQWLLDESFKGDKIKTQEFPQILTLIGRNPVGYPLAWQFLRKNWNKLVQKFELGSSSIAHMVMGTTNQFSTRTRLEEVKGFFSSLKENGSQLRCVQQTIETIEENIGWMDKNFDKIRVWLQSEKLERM
# LGR2 antag: blocks bursicon-induced cAMP signaling via Drosophila LGR2; inhibition, % at 9.99 µM; HEK293 LGR2, CRE-luciferase, bursicon-stimulated, 4 h; hit rate 0.35% among 380,000;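 active = drop in luminescence signal, shown as inhibition above about 50% in the replicate tests, limit read from the data, passing the limit was not always enough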;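 note: agonist challenge used bursicon conditioned medium at about half maximal strength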
# S100A4 MyoIIA: S100A4-myosin IIA interaction inhibition; P26447; AID 652163; S100A4/TAMRA-MyoIIA peptide fluorescence polarization; hit rate 0.14% among 360,000; inhibition, % at 10.7 µM;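 active = mean inhibition of at least 70% across replicates, with every replicate also reaching that level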
# Target sequence (P26447 whole entry, looked up): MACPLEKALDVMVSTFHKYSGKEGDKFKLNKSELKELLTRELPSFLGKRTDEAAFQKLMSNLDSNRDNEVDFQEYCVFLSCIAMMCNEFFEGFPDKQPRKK
#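 Material: S100A4 monomer protein | Medium: HEPES pH 7.2 with CaCl2, KCl, NaCl, DTT, Triton | Reagent: Labelled myosin peptide probe, 5 nM | Doses: One dose per compound | Times: 5 min incubation before reading | Benchmarks: Neutral control DMSO, positive control TFP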
# PAX8 inh HTS: lowers PAX8-driven luciferase in RMG-I cells. AID 652154. inhibition, % at 12.6 µM. RMG-I TPO-luciferase reporter, SteadyGlo, 24 h. hit rate 1.2% among 360,000;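 active = mean replicate inhibition at least 60% with every replicate also reaching 60%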;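 note: luciferase light reporting Pax8 driven TPO promoter activity; plate controls were median of neutral control wells for no effect and mitoxantrone controls for full effect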
# EWS-Fli inh: EWS/Fli transcriptional activity inhibition | A673 NR0B1-luciferase reporter, viability-normalised | inhibition, % at 12.6 µM | hit rate 0.67% among 350,000;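 active = mean inhibition of at least 50% after viability correction, with every replicate also passing that limit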;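 note: firefly luciferase signal divided by Alamar Blue viability fluorescence both relative to DMSO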
# FN deposit inh: fibronectin deposition inhibition; AH1F fibroblasts, Alexa488-fibronectin deposition fluorescence, overnight; inhibition, % at 12.6 µM; hit rate 0.086% among 350,000; AID 743247;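 active = mean inhibition across replicates of 30% or more, regardless of how many single replicates reach that level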;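 note: positive control wells lacked labelled fibronectin entirely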
#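 material = AH1F fibroblast monolayer depositing Alexa488-labelled fibronectin into matrix | amount = 10000 AH1F cells/well | buffer or medium = DMEM plus 2% serum, read in PBS | incubation = 1 h cell adhesion before compound, then overnight fibronectin incubation | detection = fluorescence at 485 nm excitation, 525 nm emission | evaluation = percent inhibition as loss of matrix-bound fibronectin fluorescence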
# PGC1a acetyl inh: lowers PGC1a acetylation signal in U2OS cells; inhibition, % at 15.6 µM; hit rate 0.17% among 350,000; AlphaScreen anti-acetyl-lysine; with virally co-expressed GCN5 acetyltransferase;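 active = every replicate shows inhibition of at least 40%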;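 note: 0% = neutral control wells and 100% = positive control wells; some results beyond the cut were filed as inactive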
# * marks the source's active call; other numbers are inactive results; . = no result given. The order is random, and some 2.1% of all compounds hit somewhere here.
SMILES,PglD inh,ERAP1 inh,LGR2 antag,S100A4 MyoIIA,PAX8 inh HTS,EWS-Fli inh,FN deposit inh,PGC1a acetyl inh
Cc1ccccc1S(=O)(=O)N1C[C@H](O)COC[C@@H]2O[C@@H](CC(=O)O)CC[C@H]21,-2.6,-1.3,-6.5,4.4,-1.9,-2.6,-8.1,4.3
O=C(NN1C(=O)C2C3C=CC(C4CC34)C2C1=O)c1cccc(Br)c1 (centres undefined),.,2.2,-2.5,-18.5,18.8,-0.3,6.0,.
CC1CCN(CCn2c(=S)[nH]c3cc4c(cc3c2=O)OCO4)CC1,6.2,-2.4,-4.2,0.3,9.3,11.4,5.2,-3.7
CC(C(=O)NCc1ccccn1)N1C(=O)c2ccccc2C1=O (centres undefined),2.5,.,2.7,.,.,.,1.4,1.2
CC(C)NC(=O)N(C)C[C@H]1Oc2ncc(C#Cc3ccc(F)cc3)cc2C(=O)N([C@@H](C)CO)C[C@H]1C,-4.6,-1.0,-21.8,5.4,.,-9.3,5.7,-4.2
CNC(=S)N/N=C/c1ccco1,6.8,-1.0,-6.1,-1.0,-18.0,3.7,-3.8,-0.9
CC(C)C1NC(=S)N(C2CCCCC2)C1=O (centres undefined),.,8.4,3.5,-18.7,13.0,15.1,-1.4,.
Cc1[nH]c2c(Cl)cccc2c(=O)c1CN1CCCCCC1,-5.7,0.8,13.6,1.0,-2.5,-9.8,-0.8,2.5
O=C(Nc1ccccc1)c1nc[nH]c1C(=O)Nc1ccccc1F,0.1,-3.1,-1.8,0.7,0.8,16.9,-1.6,13.0
COc1ccc(CC(=O)NCc2ccco2)cc1OC,1.4,-4.4,7.3,-0.8,.,0.1,.,-7.4
CCc1ccc([C@H]2[C@@H]3C(=O)C[C@@H]4C(=O)N(Cc5ccccc5)C(=O)[C@@H]4[C@@H]3CN2S(=O)(=O)c2ccc(C)cc2)cc1,0.9,.,5.7,0.7,-14.7,1.1,-1.1,3.4
COc1ccccc1-c1cn(CC[C@@H]2CC[C@H](NC(=O)C3CCCC3)[C@@H](CO)O2)nn1,.,-6.1,1.8,2.9,.,-6.3,2.6,-2.2
CC(C)c1ccc(OCC(=O)NCc2ccco2)cc1,-1.4,.,.,.,6.5,.,2.7,-3.9
CC(C)NC(=O)N(C)C[C@@H]1Oc2cc(C#CC(C)(C)O)ccc2S(=O)(=O)N([C@H](C)CO)C[C@H]1C,3.3,-0.3,-7.3,-37.2,.,-6.3,2.6,-5.2
Cc1cn(CC(=O)N[C@H](C)c2cccc3ccccc23)c(=O)[nH]c1=O,-3.4,-0.6,-3.4,-6.0,1.6,-1.6,5.3,9.1
CSCCC(=O)Nc1cc(S(=O)(=O)N2CCOCC2)ccc1N1CCN(C)CC1,.,-2.8,-2.5,0.3,7.6,10.1,-3.2,-3.8
Cc1ccsc1C1C(C#N)=C(N)N(N(C)C)C2=C1C(=O)CCC2 (centres undefined),4.4,4.1,-14.6,4.8,6.4,6.3,7.8,-5.9
COc1ccc(NC(=O)c2cc(-c3cccc(OC)c3)on2)cc1,.,.,0.6,-4.8,-43.4,-7.8,-4.0,0.7
Cc1ccc(CNS(=O)(=O)c2ccc(-n3cnnn3)c(C)c2)cc1,1.9,-2.3,14.4,-2.5,6.5,5.7,-7.7,.
CN(C[C@@H]1[C@H](c2ccccc2)[C@@H](CO)N1C(=O)C1CCC1)C(=O)c1ccccn1,-1.0,0.0,15.7,4.7,-1.9,5.0,.,7.3
C[C@@H]1CCCCO[C@@H](CN(C)C(=O)Nc2cccc3ccccc23)[C@H](C)CN([C@@H](C)CO)C(=O)c2cc(NC(=O)c3ccncc3)ccc2O1,0.6,-3.4,3.7,2.7,58.0,27.3,.,-15.3
CC(=O)OCC1OC(OCc2cn(C[C@H]3CC[C@H](Cn4cc(COC5OC(COC(C)=O)C(OC(C)=O)C(OC(C)=O)C5OC(C)=O)nn4)O3)nn2)C(OC(C)=O)C(OC(C)=O)C1OC(C)=O (some centres undefined),3.3,-4.0,-6.0,7.3,4.7,-3.6,3.5,11.1
O=C(Nc1cccc(C(F)(F)F)c1)N1CCC(c2nc(-c3ccc(F)cc3)no2)CC1,-0.2,-5.1,7.1,-10.1,.,.,-8.1,-12.6
Cc1cc(OCc2cc(C(=O)N(Cc3nccn3C)C(C)C)no2)cc(C)c1Cl,-1.1,3.4,-5.1,-2.6,-72.7,-45.9,-2.2,2.1

# 5 compounds already listed, sorted by molecular weight, lowest first:
SMILES,PglD inh,ERAP1 inh,LGR2 antag,S100A4 MyoIIA,PAX8 inh HTS,EWS-Fli inh,FN deposit inh,PGC1a acetyl inh
CC(C(=O)NCc1ccccn1)N1C(=O)c2ccccc2C1=O (centres undefined),2.5,.,2.7,.,.,.,1.4,1.2
COc1ccc(NC(=O)c2cc(-c3cccc(OC)c3)on2)cc1,.,.,0.6,-4.8,-43.4,-7.8,-4.0,0.7
Cc1ccc(CNS(=O)(=O)c2ccc(-n3cnnn3)c(C)c2)cc1,1.9,-2.3,14.4,-2.5,6.5,5.7,-7.7,.
Cc1ccccc1S(=O)(=O)N1C[C@H](O)COC[C@@H]2O[C@@H](CC(=O)O)CC[C@H]21,-2.6,-1.3,-6.5,4.4,-1.9,-2.6,-8.1,4.3
CSCCC(=O)Nc1cc(S(=O)(=O)N2CCOCC2)ccc1N1CCN(C)CC1,.,-2.8,-2.5,0.3,7.6,10.1,-3.2,-3.8

# (list continues)
SMILES,PglD inh,ERAP1 inh,LGR2 antag,S100A4 MyoIIA,PAX8 inh HTS,EWS-Fli inh,FN deposit inh,PGC1a acetyl inh
COc1ccc(C2=NOC3(CC(=O)N(c4ccc(Cl)cc4)C3=O)C2)c(OC)c1 (centres undefined),-0.9,4.3,-25.1,3.2,.,2.9,.,-1.0
CC(C)(C)c1ccc(C(=O)NCC(=O)NNC(=O)c2ccccc2O)cc1,.,3.0,-2.8,-4.5,-6.0,-10.0,6.9,.
C[C@@H]1CN([C@@H](C)CO)C(=O)c2cc(/C=C/c3ccccc3)cnc2O[C@H]1CN(C)C(=O)C1CCOCC1,0.8,1.8,-18.0,-8.0,-11.5,-11.3,.,11.8
CCOc1ccc(OCC(=O)OC(C)C(=O)Nc2ccc(Cl)cn2)cc1 (centres undefined),.,1.9,-12.8,9.7,-7.2,-3.6,0.4,.
COC(=O)Oc1ccc(/C=C/C(=O)OC(C)C)cc1OC(=O)OC,-0.3,.,-14.0,.,-33.0,.,-1.6,-5.6
CCCNC(=O)c1cc(S(=O)(=O)N2CCC3(CC2)OCCO3)ccc1F,2.7,2.3,-7.9,0.6,.,4.5,0.6,1.8
CO[C@@H]1CN(C)C(=O)c2ccc(NC(=O)c3cc(C)on3)cc2OC[C@@H](C)N(S(=O)(=O)c2ccccc2)C[C@H]1C,.,.,-1.6,.,-10.4,9.8,-5.4,.
CCOc1ccc(NC(=O)CN2CCN(C(=O)c3ccco3)CC2)cc1S(=O)(=O)N1CCCC1,-9.4,3.6,.,-1.6,9.5,-7.9,4.5,2.1
O=C(Nc1ccccc1O)c1ccc([N+](=O)[O-])cc1,2.2,1.0,-13.9,0.0,24.0,-9.9,-1.8,14.4
COc1ccc(C(C[N+](=O)[O-])c2c(C)cc3ccccn23)c(OC)c1 (centres undefined),-4.0,3.0,-1.3,-19.5,27.1,8.2,2.8,-1.0
COCCNC(=O)C[C@@H]1CC[C@H]2[C@@H](COc3ccc(NC(=O)c4cnccn4)cc3C(=O)N2C)O1,-0.6,0.0,-2.7,2.5,-19.6,-0.8,1.2,-2.6
CC1=C(C(=O)N(C(C)C)C(C)C)CC(CC(=O)NCCCN(C)C)C(=O)N1Cc1ccc(C(C)(C)C)cc1 (centres undefined),1.9,-3.5,-5.1,0.3,1.6,7.2,3.7,1.0
COCCCNC(=S)NCCCNc1nc2cc3c(cc2cc1C#N)OCO3,-0.1,-21.9,-9.0,0.1,.,17.1,.,15.9
Cc1ccc(S(=O)(=O)N(C)C[C@@H]2Oc3c(NC(=O)Nc4ccccc4)cccc3C(=O)N([C@H](C)CO)C[C@H]2C)cc1,6.2,-0.8,2.5,-41.4,21.1,-1.9,.,-6.0
COC(=O)C[C@H]1CC[C@H]2[C@@H](COC[C@H](O)CN2S(=O)(=O)c2ccccc2OC)O1,3.1,-0.3,1.5,-4.8,-21.7,-3.5,8.6,-3.2
CC1=C(C(=O)OCc2ccccc2)C(c2ccc(Cl)cc2)NC(=O)N1CCCCCC(=O)O (centres undefined),-3.1,2.0,-19.1,1.2,10.8,3.8,7.5,.
C[C@@H]1CN([C@@H](C)CO)C(=O)c2cc(-c3ccc(F)cc3)cnc2O[C@@H]1CN(C)C(=O)NC1CCCC1,0.4,-2.2,-4.0,-1.1,-15.8,-1.3,-11.4,-5.1
Fc1ccc(C(c2nnnn2C2CCCCC2)N2CCCC2)cc1 (centres undefined),2.1,0.9,8.8,-2.1,-0.1,-2.4,-2.0,5.6
CN(C)CC(=O)N1[C@H](C#N)[C@H](c2ccccc2-c2cccc(C(=O)N(C)C)c2)[C@H]1CO,.,2.8,-3.1,-24.9,-7.6,-0.8,-6.2,-12.6
O=C(NCCc1c[nH]c2ccccc12)c1cnc2n(c1=O)CCS2,0.8,-0.5,1.2,-0.8,-12.6,9.7,8.5,-8.6
CCCOc1ccc(C(=O)CCC(=O)NNC(=O)c2cccs2)cc1,7.2,0.6,-8.3,0.7,-5.9,-6.1,-0.7,.
CC(C)(C)OC(=O)NCc1ccc(NC(=O)c2nc[nH]c2C(=O)NCCCCCCNC(=O)c2[nH]cnc2C(=O)Nc2ccc(CNC(=O)OC(C)(C)C)cc2)cc1,-1.9,-1.3,.,1.1,20.2,5.5,0.4,.
Cc1cc(C)c2sc(NC(=O)CN3C(=O)CCC3=O)nc2c1,.,.,10.4,0.8,-10.0,2.4,6.8,-1.3
CC1(C(=O)NS(=O)(=O)c2ccccc2Cl)CCN1C(=O)Cc1ccccc1 (centres undefined),-1.6,-3.4,7.7,-33.0,-11.5,-0.7,-0.3,11.5
Cc1ccc(OCCN2CCC2(C)C(=O)Nc2ccc3c(c2)OCCO3)cc1 (centres undefined),-3.6,-0.6,11.6,0.2,-0.3,-3.2,-1.6,-18.0
CCOC(=O)C1(Cc2cccc(OC)c2)CCCN(Cc2cc(OC)c(O)c(OC)c2)C1 (centres undefined),3.2,-8.1,7.8,-3.5,8.9,-7.1,-6.4,.
C[C@H]1CN([C@@H](C)CO)C(=O)Cc2cc(NC(=O)CCCN(C)C)ccc2O[C@@H]1CN(C)Cc1ccc(-c2ccccc2)cc1,4.5,1.8,8.2,-0.8,-14.7,-8.8,-2.3,-5.6
Nc1n[nH]c2cc(=O)n(-c3ccc(Cl)cc3)nc12,.,-2.5,0.1,-10.9,5.7,-1.0,-0.3,.
O=C(Nc1ccc(NC(=O)c2ccco2)nc1)c1ccccn1,2.8,.,.,.,-10.0,.,-1.9,5.6
Cc1cc(C)c(C)c(S(=O)(=O)N2CCC(C(=O)NCc3cccs3)CC2)c1C,2.6,-0.1,-1.8,-5.1,9.6,-22.5,-0.1,-14.5
C=CCSc1nc(-c2ccc3c(c2)OCO3)cc(C(F)(F)F)c1C#N,-1.0,.,16.7,.,.,.,-3.5,-15.3
Cc1ccc(S(=O)(=O)N2C[C@H]3[C@H]4C(=O)N(c5ccccc5)C(=O)[C@H]4C[C@H](OC(=O)NC4CC4)[C@@]3(O)C2)cc1,8.1,-1.7,1.3,-0.4,-1.1,-0.8,-2.3,6.2
CCc1cc(=O)oc2cc3occ(C)c3cc12,-14.5,.,-3.6,.,-1.4,.,1.1,5.5

# Bioassay records: PubChem, Broad Institute
